Lamin A splicing = qHTS Assay for Modulators of Lamin A Splicing; 0.01% of 200,000 active; HeLa LMNA splicing GFP/RFP minigene ratio, 48 h; Potency, µM (highest dose often 46.1 µM), inactives show at the top dose ratio change, negative = inhibition, hits mostly inhibitors; active = well fitted inhibition curve with a large enough effect in the signal ratio, with a control signal flat, not every such curve was filed as active; inconclusive = small, poorly fitted or top-dose-only effect, or effect the other way, or a change in a side signal; the % refers to the signal ratio; also: potency is read from the fitted curve at half-maximal effect; % is scaled to controls: 0 for no effect and ±100 for the full control effect
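Read-out is the ratio of GFP to DsRed2 object intensity, acquired by 488 nm laser-scanning cytometry on HeLa lamin A-EGFP minigene reporter cells. Compound incubation 48 hrs at 37 °C in Opti-MEM with 2% FBS; DMSO 0.5% final.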
KinaseGlo FLuc = Counterscreen for Luciferase (Kinase-Glo TM) Inhibition. Luciferin 4-monooxygenase (Photuris pensylvanica), Q27757. Kinase-Glo luciferase, ATP luminescence, 8 min. AID 1379, 2008. Potency, µM (doses to about 38.3 µM), without a hit: at the highest dose activity change, negative = inhibition, hits mostly inhibitors. 0.28% of 200,000 active; also: potency is read from the fitted curve at half-maximal effect; % is scaled to controls: 0 for no effect and ±100 for the full control effect; nearly all actives have a fitted effect of over 60% in size
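Kinase-Glo luciferase light output from ATP and luciferin was measured with 10 uM ATP, within the enzyme's linear range. Buffer: 50 mM imidazole pH 7.2, 50 mM KCl, 7 mM MgCl2, 0.01% Tween 20, 0.05% BSA; luminescence read after 8 min at ambient temperature.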
IMPase Li inh = qHTS Assay for Identifying the Cell-Membrane Permeable IMPase Inhibitors: Potentiation with Lithium; 0.35% of 210,000 active; Potency, µM (series often up to 59.4 µM), for the others: top-dose activity, negative = IMPase inhibition, actives largely listed as inhibitors; CHO-M1 cells, IP1 TR-FRET (IP-One), carbachol + lithium;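 also: IP1 builds up when IMPase is blocked and the TR-FRET signal falls; potency is read from the fitted curve at half-maximal effect; plate controls were basal vehicle for no effect and high inhibitor control for full effect; nearly all actives have a fitted effect of over 50% in size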
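CHO-M1, 2000 cells/well, 16–30 h culture; cpd + low Li+, 30 min 37C; lysis with d2-IP1/Eu-anti-IP1 Ab, 10 min RT; TR-FRET 665/620 ratio and 620 channel; AC50 via Hill.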
GLA spleen mod = qHTS Assay for Inhibitors and Activators of Human alpha-Galactosidase From Spleen Homogenate. Alpha-galactosidase A (Homo sapiens), P06280. human spleen homogenate, 4MU-alpha-Gal fluorescence, 40 min. Potency, µM (highest dose often 80 µM), inactives show at the top dose activity change, negative = inhibition, hits mostly inhibitors. 0.008% of 240,000 active. AID 2107, 2009;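 also: potency is read from the fitted curve at half-maximal effect; 0% = enzyme with vehicle and -100% = no enzyme basal signal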
Target sequence (P06280 32-429 limits assumed): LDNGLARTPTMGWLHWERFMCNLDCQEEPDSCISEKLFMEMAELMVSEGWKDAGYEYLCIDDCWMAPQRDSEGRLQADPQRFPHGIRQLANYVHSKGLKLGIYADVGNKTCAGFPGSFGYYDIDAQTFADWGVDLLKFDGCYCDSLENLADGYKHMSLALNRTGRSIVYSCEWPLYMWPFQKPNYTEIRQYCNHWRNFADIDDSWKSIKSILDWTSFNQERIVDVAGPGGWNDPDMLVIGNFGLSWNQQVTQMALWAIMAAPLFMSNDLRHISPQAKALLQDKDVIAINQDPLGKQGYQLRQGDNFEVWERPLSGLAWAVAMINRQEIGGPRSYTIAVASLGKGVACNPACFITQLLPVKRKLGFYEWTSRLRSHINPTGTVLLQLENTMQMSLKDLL
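Fluorogenic readout (Ex 365/Em 440 nm) of 4-methylumbelliferone released from 1 mM 4-MU-alpha-galactoside by spleen homogenate, 40 min at 37C, pH 5.0. Data normalized to no-enzyme and enzyme controls; Hill-equation AC50 from compound titrations.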
CBFb RUNX1 block = qHTS Assay for Compounds Blocking the Interaction Between CBF-beta and RUNX1 for the Treatment of Acute Myeloid Leukemia; Runt-related transcription factor 1 (Homo sapiens) + Core-binding factor subunit beta …; AlphaScreen CBFb-His/RUNX1-biotin binding, biochemical; Potency, µM (top dose mostly 59.8 µM), inactives show at the top dose activity, negative = inhibition, hits mostly inhibitors; 230,000 tested, under 10 active; AID 1477, 2009; also: % of control where 0% means no effect
Target sequence (Q01196 whole entry, looked up): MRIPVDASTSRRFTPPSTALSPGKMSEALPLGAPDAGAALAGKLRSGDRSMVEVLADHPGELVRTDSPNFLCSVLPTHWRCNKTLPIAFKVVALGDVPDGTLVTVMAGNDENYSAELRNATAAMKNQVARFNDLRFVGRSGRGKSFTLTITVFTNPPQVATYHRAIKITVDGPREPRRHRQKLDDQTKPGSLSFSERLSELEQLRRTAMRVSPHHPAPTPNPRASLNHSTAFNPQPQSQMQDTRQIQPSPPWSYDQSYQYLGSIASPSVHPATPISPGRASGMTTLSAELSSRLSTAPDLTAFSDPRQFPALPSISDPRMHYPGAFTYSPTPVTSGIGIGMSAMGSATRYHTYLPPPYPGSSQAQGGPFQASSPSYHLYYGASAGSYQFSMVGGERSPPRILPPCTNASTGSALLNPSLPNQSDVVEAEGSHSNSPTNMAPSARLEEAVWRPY
Target sequence (Q13951 whole entry, looked up): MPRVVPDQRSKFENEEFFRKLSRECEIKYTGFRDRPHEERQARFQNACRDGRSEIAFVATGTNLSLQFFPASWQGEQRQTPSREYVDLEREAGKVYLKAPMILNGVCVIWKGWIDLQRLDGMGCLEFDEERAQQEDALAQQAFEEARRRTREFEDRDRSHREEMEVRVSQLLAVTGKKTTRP
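Read-out: AlphaScreen. Format: His-CBF-beta with biotinylated RUNX1 (30 nM each) preincubated 20 min, compound 15 min, Ni-chelate plus streptavidin beads 90 min; room temperature throughout.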
NPSR antag = qHTS Assay for Antagonists of the Neuropeptide S Receptor: cAMP Signal Transduction; Potency, µM (top dose mostly 38.3 µM), for inactives: top-dose activity change, negative = inhibition, hits mostly inhibitors; 1% of 220,000 active; CHO-NPSR cells, cAMP TR-FRET, antagonist mode; also: potency is read from the fitted curve at half-maximal effect; % is scaled to controls: 0 for no effect and ±100 for the full control effect; nearly all actives have a fitted effect of over 50% in size; many of its hits are not listed in these tables
Epigenetic derep = Quantitative High-Throughput Screen for Regulators of Epigenetic Control; 0.2% of 280,000 active; murine LDR cells, GFP reporter derepression, 30 h; Potency, µM (highest dose often 53.9 µM), for the others: top-dose GFP activation, most hits filed as activators; also: potency is read from the fitted curve at half-maximal effect; % of control where 0% means no effect; nearly all actives have a fitted effect of over 60% in size
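GFP-positive cell count by laser-scanning cytometry (objects 20–120 um) after 30 h, 37 C compound exposure of murine LDR cells; reporter is CMV-GFP integrated at a silenced locus, inducible by HDAC or DNMT inhibitors.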
* hit, by the source's call; ? = inconclusive; nt = no result given; & = joins results of further samples; [ ] = remark or other dose. Unless noted, calls follow the shape of the dose curve; as a rule, active = well fitted curve in the direction sought with a large enough effect; inconclusive = small, poorly fitted or top-dose-only effect, or another doubt; inactive = no such curve, though single readings can be large; an effect the other way counts as inactive or inconclusive. Not all compounds are listed (hit frequency here may not be typical).

SMILES	Lamin A splicing	KinaseGlo FLuc	IMPase Li inh	GLA spleen mod	CBFb RUNX1 block	NPSR antag	Epigenetic derep
COc1cc(C(=O)c2ccccc2)c(OC)cc1C(=O)Nc1ccc(O)cc1	?	-2.1%	2.5%	-3.4%	-17.4%	25.6%	1.1%
CCCCOP(=O)(OCCCC)C(Nc1ccccc1)c1ccc2c(c1)OCO2 (configuration not stated)	-19.3%	-1.3%	24.8%	-2.2%	5.0%	-24.0%[46.1 µM]	0.0%
O=C(Oc1ccccc1Cl)c1ccc(N2CCOCC2)c([N+](=O)[O-])c1	-12.5%	4.2%	9.8%	-6.7%	-4.4%	4.6%	1.1%
COc1cccc(C2/C(=C(/O)c3cnn(-c4ccccc4)c3C)C(=O)C(=O)N2CCN(C)C)c1 (configuration not stated)	-1.0%	2.2%	-3.8%	5.3%	-0.9%	9.4%	-1.0%
Cc1cccc([C@H]2[C@@H]3C=CCC[C@@]3(C)C(=O)N2Cc2ccccc2)c1	nt	1.1%[39.9 µM]	11.1%	-1.8%[119 µM]	13.4%[89.1 µM]	nt	6.0%
O=C(NCc1ccco1)c1ccc(=O)[nH]n1	-4.0%	0.1%	-3.0%[38.3 µM]	0.3%	-3.4%	-27.8%[7.67 µM]	2.4%
CC(C)N1C/C(=C/c2cccnc2)C(=O)/C(=C/c2cccnc2)C1	?	2.7%	2.0%	3.1%	12.9%	8.2%	2.1%
CC(C)CC(c1nnnn1Cc1ccccc1)N1CCC(C(N)=O)CC1 (configuration not stated)	-10.2%	-1.5%	2.2%	-1.5%	17.3%	9.1%[46.1 µM]	2.4%
Cc1c(NC(=O)C2CCCNC2=O)c(=O)n(-c2ccccc2)n1C (configuration not stated)	-2.9%	4.2%	17.1%[38.3 µM]	?	-9.2%	0.5%[46.1 µM]	-1.1%
c1ccc([C@@H]2CN3CCSC3=N2)cc1	-9.3%	1.2%[17.1 µM]	11.3%	-11.1%[29.1 µM]	-24.9%[21.7 µM]	nt	2.7%[16.9 µM]
COc1ccc(CC(=O)Nc2ccc(S(=O)(=O)NC(C)C)cc2)cc1	?	-1.7%	-2.6%[38.3 µM]	1.3%	0.9%	2.5%[46.1 µM]	-1.0%
COc1c(/C=N/NC(N)=S)c(C)nn1-c1ccccc1	1.1%	-2.3%	-0.3%	-0.8%	-1.2%	10.6%	-0.9%
CCOC(=O)c1nnsc1NC(=O)Nc1ccc(OC)cc1	18.0%[46 µM]	-5.8%	-13.9%	-8.0%	9.8%	-5.1%	3.2%
O=C(c1ccc(Cl)c(S(=O)(=O)NCc2ccco2)c1)N1CCN(c2ccccc2F)CC1	-12.6%	2.5%	9.2%[38.3 µM]	-3.2%	-3.2%	-18.0%[46.1 µM]	0.0%
Cc1noc2ncnc(Sc3ccc(Cl)cc3)c12	?	-0.9%	-4.5%[38.3 µM]	4.7%	4.4%	-13.0%[46.1 µM]	-0.7%
COc1ccc(CNc2nc(-c3cccnc3)nn2C(=O)c2ccco2)cc1	10.7%	-4.7%	30.9%[activator][38.3 µM]	-2.4%	2.8%	?	-1.0%
Cc1cc(C(=O)OCC(=O)c2ccc(Cl)c([N+](=O)[O-])c2)c2cccc(C)c2n1	-8.7%	-2.0%	3.8%	?	?	-11.0%	1.5%
c1ccc(C2[C@H]3CN(CC4CCCCC4)[C@H](c4ccccc4)C34CC2(c2cccnc2)C4)cc1 (some centres not stated)	nt	0.6%	17.9%	2.7%&1.2%	-7.8%&-9.4%	-53.5%	-2.1%&-2.0%
Cc1oc(-c2ccc(Cl)cc2)nc1CS(=O)CC(=O)NCc1cccs1 (configuration not stated)	-12.4%	1.0%	2.0%[38.3 µM]	-0.1%	-0.7%	-9.4%[46.1 µM]	?
CC1CN(CC(O)COc2ccccc2C(C)(C)C)CC(C)O1 (configuration not stated)	1.0%	0.2%	55.2%[activator][38.3 µM]	-5.4%	16.3%	-17.1%[46.1 µM]	0.0%
Cc1ccccc1NC(NC(=O)OCCn1c([N+](=O)[O-])cnc1C)C(Cl)(Cl)Cl (configuration not stated)	-7.0%	-1.6%	6.5%	3.7%	-7.0%	-0.6%	0.0%
Cc1c(-c2ccccc2)nc2ccccc2c1C(=O)Oc1ccc([N+](=O)[O-])cc1	-17.2%	-0.9%	-28.5%[38.3 µM]	-9.0%	-2.4%	-21.5%[46.1 µM]	3.8%
CC(=O)NC(=O)c1nnn(Cc2ccccc2)c1NC(C)=O	-5.7%	8.2%	-1.2%[38.3 µM]	-6.1%	9.9%	-15.3%[46.1 µM]	-0.9%
O=c1c(-c2ccccc2)nc2cnc(Oc3ccccc3)nc2n1Cc1cccs1	nt	-5.0%	8.3%	-3.6%	nt	nt	nt
Clc1ccc(-[n+]2c(-c3cccc(Br)c3)[nH]c3nc4ccccc4nc32)cc1	nt	nt	nt	-6.6%	1.9%	-53.3%	-1.9%
c1ccc2c(c1)CCN(c1nc3cc4c(cc3s1)OCCO4)C2	?	nt	nt	14.4%	-14.3%	-8.8%[46.1 µM]	3.6%
Cc1cc(NC(=O)CSc2ccc(-c3cccc([N+](=O)[O-])c3)nn2)no1	nt	-2.0%	2.9%	-1.2%	4.4%	3.8%	-1.9%
O=C(CNC(=O)c1ccc(-c2ccccc2)cc1)OCc1c(F)cccc1Cl	-4.4%	-3.1%	-8.5%	1.4%	-23.1%	6.2%	1.9%
Cn1c(=O)[nH]c(=O)c2c1nc(N1CCCC1)n2CC(O)COc1ccccc1 (configuration not stated)	-0.4%	0.1%	-3.6%[38.3 µM]	5.4%	1.2%	-15.6%[46.1 µM]	-1.9%
CCCSc1nc2cc(OC)c(OC)cc2c(=N)n1CCCN1CCOCC1	?	-1.7%	17.1%	3.2%	-6.5%	-18.2%	-0.3%
CC(=O)c1sc2nc(-c3cccs3)cc(C(F)(F)F)c2c1N	4.8%	-4.6%	-21.0%[38.3 µM]	3.0%	17.7%	9.6%[46.1 µM]	15.8µM*
C/C(=N\n1c(C)nc2ccccc2c1=O)c1ccc(C)o1	nt	nt	nt	2.3%	-0.6%	-13.1%	1.7%
COc1ccc(CCNC(=O)CSc2nnc3ccc(-c4cccnc4)nn23)cc1	-1.8%[1.84 µM]	1.7%	-12.8%	2.4%	1.8%	2.0%	-0.7%
COc1ccccc1CNC(=O)CC(C)C	3.2%	0.4%	-7.1%[38.3 µM]	-2.2%	0.4%	3.5%[46.1 µM]	-2.1%
CCCCCCCCCCCC1=C(O)C(=O)C=C(O)C1=O	nt	0.4%&-14.5%&-5.1%	29.1%&29.9%&27.2%	8.1%&18.9%&-7.7%	-23.9%[21.7 µM]	nt	0.1%&0.0%&-2.6%
O=C(CN1CCOCC1)Nc1scc2c1c(=O)oc1ccccc12	nt	nt	nt	3.4%	11.9%	12.5%	-1.1%
CCOC(=O)c1cnc(SC)nc1N1CCCC1	-9.4%[46 µM]	-1.8%	-1.0%	2.4%	5.4%	1.3%	-1.3%
CNc1nc(=S)[nH]c2ccccc12	nt	nt	nt	9.3%	10.5%	0.0%[7.67 µM]	0.0%
O=C(Nc1nnc(-c2ccccc2)o1)c1cccc(N2C(=O)CCC2=O)c1	-9.1%	-1.7%	0.3%	-3.5%	?	-9.2%	-3.0%
Cc1nc2ncnn2c(N2CCN(S(=O)(=O)c3ccc(Br)cc3)CC2)c1C	3.7%[46 µM]	0.8%	31.9%[activator]	7.7%	2.9%	3.8%	3.0%
O=C(NC(Nc1ccccn1)C(Cl)(Cl)Cl)c1ccccc1 (configuration not stated)	?	3.6%	11.0%	10.9%	8.8%	-34.6%	2.0%
O=C(COC(=O)CCSc1ccccc1)NCc1ccc(F)cc1	6.6%[46 µM]	0.8%	-8.7%	7.6%	9.6%	3.8%	0.0%
Cc1c2cnn(CC(=O)Nc3c(F)c(F)cc(F)c3F)c(=O)c2c(C)n1Cc1ccc(F)cc1	nt	-0.9%	-8.7%	-5.2%	-2.3%	13.1%	-2.8%
CCCCNC(=O)c1cc([N+](=O)[O-])[nH]n1	-20.1%	-0.7%	-9.9%	4.9%	-3.4%	16.0%	1.1%
O=P(c1ccccc1)(c1ccccc1)C(O)c1ccco1 (configuration not stated)	-7.0%	-2.3%	-5.5%[38.3 µM]	2.3%	-1.4%	-2.2%[46.1 µM]	-0.7%

Given bar-delimited: 2 of the compounds above
SMILES | Lamin A splicing | KinaseGlo FLuc | IMPase Li inh | GLA spleen mod | CBFb RUNX1 block | NPSR antag | Epigenetic derep
CNc1nc(=S)[nH]c2ccccc12 | nt | nt | nt | 9.3% | 10.5% | 0.0%[7.67 µM] | 0.0%
O=C(Nc1nnc(-c2ccccc2)o1)c1cccc(N2C(=O)CCC2=O)c1 | -9.1% | -1.7% | 0.3% | -3.5% | ? | -9.2% | -3.0%

The list goes on.
SMILES	Lamin A splicing	KinaseGlo FLuc	IMPase Li inh	GLA spleen mod	CBFb RUNX1 block	NPSR antag	Epigenetic derep
O=C(Nc1ccc(F)cc1)NC1CCN(Cc2c(F)cccc2Cl)CC1	nt	nt	nt	10.7%	0.5%	14.5%	-0.1%
CC(/C=C/c1ccccc1)=N\NC(=O)C1CC1(C)c1ccccc1 (configuration not stated)	?	2.3%	1.5%	2.0%	-2.9%	-19.8%[46.1 µM]	1.0%
O=C(CN1C(=O)NC2(CCCCCCC2)C1=O)NC(=O)NCc1ccco1	3.4%	-3.9%	-9.8%[38.3 µM]	3.4%	-2.2%	-6.0%[46.1 µM]	-4.2%
CNC(=S)Nc1ccc(Cc2ccncc2)cc1	nt	nt	nt	1.5%	-1.2%	-27.1%	-0.4%
CC(=O)Nc1ccc(S(=O)(=O)N2CCN(c3cc(C(F)(F)F)ccn3)CC2)cc1	21.9%[46 µM]	nt	nt	-3.2%	-2.6%	19.8%	2.1%
O=C1N/C(=N/N=C/c2ccc(F)cc2)SC1c1ccccc1 (configuration not stated)	nt	nt	nt	12.3%	6.3%	-12.2%	-2.7%
Cc1cccc(NC(=S)N/N=C/C(C)c2ccccc2)c1C (configuration not stated)	-16.2%[46 µM]	-0.1%	6.5%	-13.1%	0.0%	-28.6%	1.1%
CCN(CC)C1=C(Cl)C(=O)C(Cl)C12OCCO2 (configuration not stated)	?	nt	nt	10.4%	-2.9%	21.4%	6.1%
